# Assay outcomes deposited in PubChem by several laboratories.
# NOD2 inhibition – NOD2 signaling inhibitors, cell-based, luminescence, uHTS, HEK293 (AID 1566); 0.63% of 290,000 active; HEK293 NOD2/NF-kB luciferase reporter, luminescence; higher % means a stronger effect; one-dose inhibition, % at 4 µM; EC50 in µM for titrated hits; note: many of its hits are not listed in these tables
# P. falciparum M17LAP – P. falciparum M17LAP inhibitors, primary screen, biochemical, fluorogenic H-Leu-NHMec substrate, 1536-well (AID 1619) | recombinant M17LAP, H-Leu-NHMec fluorogenic kinetic assay; higher % means a stronger effect | inhibition, % at 30 µM; hits with a dose series show IC50 in µM | 0.38% of 220,000 active;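 active = compound inhibiting the enzyme by more than half at any dose during confirmatory dose-response retesting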;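 note: plate controls were full reaction with DMSO carrier for no effect and no enzyme background for full effect; strong numbers were not always called active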
# SIAH1 antagonists – blockers of Siah-1 interaction with plectin peptide – biochemical, fluorescence polarization, rhodamine-plectin, uHTS, primary screen (AID 1817) | Siah-1 / rhodamine-plectin peptide fluorescence polarization; higher % means a stronger effect | displacement, % at 20 µM; hits with a dose series show IC50 in µM | 0.02% of 290,000 active;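 active = displacement of at least 50% at 20 µM, with a fluorescence ratio check between 0.3 and a set limit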;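 note: plate controls were Siah plus tracer with DMSO for no effect and tracer alone without Siah for full effect; strong numbers were not always called active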
# Hep lipid drop – modulators of hepatic lipid droplet formation. AML12 mouse hepatocytes, oleate lipid droplets, BODIPY imaging. inhibition, % at 6.5 µM. 0.4% of 240,000 active;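 active = lipid droplet intensity inhibited by at least 50%, with more than 500 cells counted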
#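 Assay system: AML12 mouse liver cells | Compound dosing: One dose, 6.5 µM compound | Read-out basis: Droplet intensity reduction, % inhibition | Measured by: Fluorescence imaging, 20x objective, two fields per well | Schedule: Overnight treatment with compound plus oleate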
# LYP inhibition – PTPN22 lymphoid phosphatase activity blockers – biochemical, fluorescence intensity, uHTS (AID 1779); inhibition, % at 11.5 µM, or IC50 in µM where a hit was titrated; recombinant LYP phosphatase, fluorescence intensity; higher % means a stronger effect; 0.054% of 290,000 active;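 note: plate controls were vehicle with enzyme for no effect and no enzyme for full effect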
# AID2073 – inhibitors of Mint1-CaV2.2 protein interaction, biochemical, HTRF (AID 2073); HTRF protein-protein interaction, Mint1-CaV2.2; higher % means a stronger effect; one-dose inhibition, % at 20 µM; IC50 in µM for titrated hits; 0.19% of 290,000 active; in the data active = inhibition mostly above about 51%, no sharp cut-off; note: some results filed as inactive read as strong as hits
# XIAP displacement – small molecules displacing peptide from XIAP – biochemical, IAP family, fluorescence polarization (AID 1018). XIAP BIR domain, fluorescence polarization peptide displacement; higher % means a stronger effect. displacement, % at 20 µM, or IC50 in µM where a hit was titrated. 0.007% of 200,000 active; in the data active = displacement above about 50%; note: a part of the inactive calls stands beside numbers as strong as those of hits
# ER stress rescue – protection against thapsigargin-triggered cell killing – 384-well, CSM14.1, ATP luminescence, primary screen (AID 1222) | cellular ATP content (survival), % at 20 µM, or EC50 in µM where a hit was titrated | 190,000 tested, under 10 active | CSM14.1 thapsigargin-induced death rescue, ATP luminescence; higher % means a stronger effect;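 active = EC50 below 50 µM in the dose-response confirmation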;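 note: death triggered by thapsigargin at about 15 µM added after 2 h compound pretreatment; cell ATP read after overnight thapsigargin exposure of roughly 18 to 22 hours; normalized against plate controls of thapsigargin alone and 5% DMSO vehicle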
# M1AAP inhibition – P. falciparum M1AAP inhibitors, biochemical, fluorogenic H-Leu-NHMec substrate, 1536-well (AID 1445); 0.42% of 220,000 active; recombinant M1AAP, H-Leu-NHMec fluorogenic kinetic assay; higher % means a stronger effect; one-dose inhibition, % at 30 µM; IC50 in µM for titrated hits;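 active = primary inhibition above the hit cutoff, then over 50% inhibition at one or more dose response concentrations, cut at about 23% in these data, passing the limit was not always enough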;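 note: plate controls were DMSO full reaction for no effect and no enzyme background for full effect; strong numbers were not always called active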
# Hep lipid drop cells 6.5 µM – also measured in Hep lipid drop; calls as there; cell count; measured here: cell count, cytotoxicity flag;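 cells counted across two imaged fields per well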
# * = called active by the depositor; x = not tested or not shown. Cut-off read from the data, not from the text of the source, unless noted: active = inhibition above about 50%; inactive = the rest. A portion of the library; count on the stated rates, not on these rows.
SMILES,NOD2 inhibition,P. falciparum M17LAP,SIAH1 antagonists,Hep lipid drop,Hep lipid drop cells 6.5 µM,LYP inhibition,AID2073,XIAP displacement,ER stress rescue,M1AAP inhibition
NC(=O)c1cc(S(=O)(=O)NCc2ccc(F)cc2)cs1,20%,x,1%,-6,758,-10%,10%,x,x,x
CCOCCCNC(=O)c1c(N)n(-c2ccc3c(c2)OCO3)c2nc3ccccc3nc12,2%,11%,2%,26,772,-2%,4%,x,x,11%
CCC1CCCCN1CCn1c(=S)[nH]c2cc(OC)c(OC)cc2c1=O (stereo not drawn),8%,12%,1%,x,x,1%,-19%,-3.7%,-1.5%,6%
O=C(CCC(=O)NC1CC1)Nc1nnc(C2CCCCC2)s1,10%,16%,-4%,x,x,-8%,-3%,-0.3%,1.9%,0%
COc1ccc(CCNS(=O)(=O)c2ccc3c(c2)NC(=O)CO3)cc1OC,-21%,x,6%,-12,775,-4%,2%,x,x,x
COc1ccc(CCNC(=O)c2c[nH]c3ccc(F)cc3c2=O)cc1OC,6%,x,0%,10,859,1%,4%,x,x,x
COc1ccccc1NC(=O)Cc1nnc(SCC(=O)NC2=NCCS2)n1C,6%,x,-3%,-3,791,-9%,8%,x,x,x
CCOC(=O)CCCc1sc(N)nc1-c1[nH]c(=O)[nH]c1C,-21%,6%,-5%,x,x,-5%,24%,-5.2%,-1.1%,2%
C=CCOc1c(Br)cc(CNn2nnnc2N)cc1OC,6%,-4%,1%,-2,732,-6%,-5%,-1.3%,-1.7%,-2%
CN(C)C(=O)CCC(=O)N1CCCC(N2CCN(c3cccc(C(F)(F)F)c3)CC2)C1 (stereo not drawn),0%,x,-2%,-22,794,0%,5%,x,x,x
CCNc1nc(Oc2ccc(=O)[nH]n2)nc(N2CCOCC2)n1,10%,1%,4%,6,737,-8%,-5%,-3.7%,0.4%,1%
O=C(NCCN1CCCC(O)C1)c1cc(COc2ccc(F)cc2Cl)on1 (stereo not drawn),18%,x,8%,-7,662,-8%,13%,x,x,x
COC(=O)c1nn(-c2ccc(C)cc2)ccc1=O,-10%,8%,2%,1,653,4%,4%,-8.8%,1.7%,7%
CCOC(=O)CC(NC(=O)Cn1nnc(-c2ccccc2F)n1)c1ccc(OC)cc1 (stereo not drawn),16%,2%,25%,8,699,-2%,-9%,-1.9%,-2.2%,7%
COc1ccc(OC)c(C(=O)NC(CC(N)=O)c2ccc(NCCN3CCCC3)c([N+](=O)[O-])c2)c1 (stereo not drawn),-3%,x,-10%,-2,784,-6%,-6%,x,x,x
Cc1[nH]c2ccccc2c1/C=N/Nc1ccc(F)cc1F,-107%,3%,-4%,12,593,2%,8%,-12%,-3.3%,0%
COc1ccc(NC(=O)c2cc(-c3ccccc3Cl)on2)cc1,-15%,x,2%,-2,834,-1%,17%,x,x,x
CCOC(=O)c1ccc(NC(=O)CC2NCCNC2=O)cc1 (stereo not drawn),0%,6%,-2%,x,x,-5%,-5%,-3.7%,0.2%,4%
COc1ccc2nc(SCC(=O)N3CCN(c4ccc(F)cc4)CC3)c(C#N)cc2c1,19%,1%,30%,6,725,1%,14%,-5.0%,8.5%,2%
Cc1cc(Nc2ccc(C(=O)N3CCCCC3)cc2)c2cccc(C)c2n1,9%,x,6%,1,838,-3%,-4%,x,x,x
CCN(C(=O)CCNC(=O)Cn1cnc2ccccc2c1=O)c1cccc(Cl)c1,-3%,x,9%,-1,785,-6%,9%,x,x,x
COC(=O)c1c(NC(C)=O)sc2c1CCCCC2,4%,-2%,-5%,-3,639,1%,-32%,-4.7%,-2.0%,7%
Cc1ccccc1OCC(=O)NC1CCCCCCC1,7%,x,1%,x,x,0%,1%,x,x,x
COc1ccc(C)cc1NC(=O)CN1CCCN(S(=O)(=O)c2ccc(Br)cc2)CC1,-15%,x,-2%,-14,799,7%,5%,x,x,x
CCOC(=O)C(C)On1c(-c2ccc(Cl)cc2)nc2ccc([N+](=O)[O-])cc21 (stereo not drawn),-72%,-1%,1%,-10,731,-6%,-20%,-3.6%,-2.2%,11%
COc1cc(/C=C2\SC(=O)N(CC(=O)Nc3cccc(C)c3)C2=O)cc([N+](=O)[O-])c1O,2%,7%,8%,6,709,4%,24%,1.3%,0.2%,41µM*
Cc1c2cnn(CC(=O)NCCCN3CCCCC3C)c(=O)c2c(C)n1Cc1ccccc1 (stereo not drawn),15%,x,-2%,-4,747,-11%,-3%,x,x,x
O=C(NC1=NCCS1)c1ccc(Cl)c(S(=O)(=O)N2CCOCC2)c1,-2%,2%,1%,10,684,-5%,3%,0.7%,2.7%,1%
CCOc1ccc(C(=O)NC(=S)Nc2ccccc2N2CCCCC2)cc1[N+](=O)[O-],28%,2%,2%,-23,677,-4%,-6%,-7.6%,-2.5%,7%
COc1ccccc1N(CN1CCCC1=O)C(=O)c1ccccc1F,16%,15%,0%,x,x,-6%,32%,-4.8%,-0.3%,5%
Cc1ccc(-c2onc3ccc(C(=O)/C=C/N(C)C)cc23)cc1,x,x,4%,7,761,0%,7%,x,x,x
CC(Cc1ccccc1)C(=O)N(C)Cc1ccccc1 (stereo not drawn),-1%,5%,-2%,-44,724,-6%,14%,-0.6%,7.6%,1%
CC(=O)N1c2ccccc2NC2=C(C(=O)CCC2)C1c1cccnc1 (stereo not drawn),6%,16%,3%,x,x,-6%,5%,0.6%,2.1%,9%
COCCCNC(=O)C1Cc2cc(S(=O)(=O)N3CCCC3)ccc2N1C(C)=O (stereo not drawn),9%,x,0%,21,683,-3%,-1%,x,x,x
C[C@H](NC(=O)NCc1ccc(F)cc1)C(=O)O,10%,6%,4%,5,724,-8%,0%,3.2%,3.1%,-1%
CCCn1c2ccccc2c2cnn(CC(=O)NCCCN3CCCCC3CC)c(=O)c21 (stereo not drawn),0%,x,-10%,-42,706,-11%,4%,x,x,x
CCc1nnc(NS(=O)(=O)c2ccc(N/C=C\C(=O)c3cccc4ccccc34)cc2)s1,-9%,10µM*,-7%,3,697,5%,7%,-27%,-2.3%,20%
O=C(CSc1nc2nc(-c3cccs3)cc(C(F)(F)F)c2c(=O)[nH]1)C(F)(F)F,-8%,x,-6%,x,x,-39%,-5%,x,x,x
Cc1ccc(C(=O)NNC(=O)c2ccc3ccccc3c2O)cc1,15%,x,1%,5,832,-5%,5%,x,x,x
CC(C)N1CCN(Cc2cnc(-c3ccccc3)s2)CC1CCO (stereo not drawn),-8%,2%,6%,4,700,-5%,4%,x,x,1%
Cc1cccc(CN2CCN(C(C)C(=O)NC(C)c3ccccc3)CC2)c1 (stereo not drawn),-18%,x,3%,-4,402,-7%,5%,x,x,x
O=C1c2ccccc2C(=O)N1CCN1CCOCC1,13%,0%,5%,x,x,-9%,-3%,-4.9%,0.9%,3%
Cc1ccc(N(C(=O)Cc2c[nH]c3ccccc23)C(C(=O)NC2CCCCC2)c2ccco2)cc1 (stereo not drawn),-4%,4%,1%,11,655,2%,0%,-6.7%,-0.8%,1%
CCOc1nc(N2CCCCC2)nc(-n2cc(-c3ccccc3)nn2)n1,29%,-5%,6%,x,x,0%,-3%,-0.8%,-1.7%,-5%
O=C(c1ccc(Cl)cc1)N(Cc1ccc(Br)cc1)N1C(=O)CCC1=O,8%,-4%,2%,8,714,-2%,-14%,-5.6%,-1.2%,2%
CC(C)C(=O)Nc1nnc(SCc2cccc(F)c2)s1,12%,24%,2%,4,674,3%,11%,0.5%,x,2%
Cc1ccc2c(CC(=O)OCc3csc(C)n3)coc2c1,5%,-4%,11%,32,725,-5%,8%,-2.2%,3.1%,5%
O=C1NNC(c2ccccc2)=N/C1=C\c1ccco1,-40%,30%,-10%,2,623,1%,20%,x,x,23%
Cc1ccc(-c2nc(-c3ccccc3)no2)c(Cl)c1,-74%,0%,-2%,x,x,-2%,-3%,-0.6%,-4.1%,17%
O=C(CN1C(=O)S/C(=C\c2ccccn2)C1=O)Nc1ccc(F)cc1,14%,x,4%,-14,641,-6%,10%,x,x,x
CCOC(=O)N1CCN(C(=O)CN(C2CCCCC2)S(=O)(=O)c2c(C)cc(C)cc2C)CC1,-8%,-1%,3%,-2,761,1%,0%,-3.1%,1.6%,1%
Cc1cccc(C)c1NC(=O)CCCSc1nnc(-c2ccc(Cl)cc2)n1-c1ccccc1,-27%,-2%,2%,-4,713,2%,6%,-8.0%,-1.9%,5%
Cc1nnc(SCc2nnc(-c3ccc(Cl)cc3)o2)n1-c1ccccc1,-3%,x,-2%,x,x,-3%,-6%,-1.4%,-3.1%,x

# At a glance, 2 of the compounds above:
SMILES,NOD2 inhibition,P. falciparum M17LAP,SIAH1 antagonists,Hep lipid drop,Hep lipid drop cells 6.5 µM,LYP inhibition,AID2073,XIAP displacement,ER stress rescue,M1AAP inhibition
NC(=O)c1cc(S(=O)(=O)NCc2ccc(F)cc2)cs1,20%,x,1%,-6,758,-10%,10%,x,x,x
CCOCCCNC(=O)c1c(N)n(-c2ccc3c(c2)OCO3)c2nc3ccccc3nc12,2%,11%,2%,26,772,-2%,4%,x,x,11%

# By substructure: the entries above containing an NH in an aromatic ring (7)
SMILES,NOD2 inhibition,P. falciparum M17LAP,SIAH1 antagonists,Hep lipid drop,Hep lipid drop cells 6.5 µM,LYP inhibition,AID2073,XIAP displacement,ER stress rescue,M1AAP inhibition
CCC1CCCCN1CCn1c(=S)[nH]c2cc(OC)c(OC)cc2c1=O (stereo not drawn),8%,12%,1%,x,x,1%,-19%,-3.7%,-1.5%,6%
COc1ccc(CCNC(=O)c2c[nH]c3ccc(F)cc3c2=O)cc1OC,6%,x,0%,10,859,1%,4%,x,x,x
CCOC(=O)CCCc1sc(N)nc1-c1[nH]c(=O)[nH]c1C,-21%,6%,-5%,x,x,-5%,24%,-5.2%,-1.1%,2%
CCNc1nc(Oc2ccc(=O)[nH]n2)nc(N2CCOCC2)n1,10%,1%,4%,6,737,-8%,-5%,-3.7%,0.4%,1%
Cc1[nH]c2ccccc2c1/C=N/Nc1ccc(F)cc1F,-107%,3%,-4%,12,593,2%,8%,-12%,-3.3%,0%
O=C(CSc1nc2nc(-c3cccs3)cc(C(F)(F)F)c2c(=O)[nH]1)C(F)(F)F,-8%,x,-6%,x,x,-39%,-5%,x,x,x
Cc1ccc(N(C(=O)Cc2c[nH]c3ccccc23)C(C(=O)NC2CCCCC2)c2ccco2)cc1 (stereo not drawn),-4%,4%,1%,11,655,2%,0%,-6.7%,-0.8%,1%
